Mdm2 ligase inh: inhibitors of human Mdm2 E3 ubiquitin ligase. Q00987. cell-based MDM2 ubiquitination luciferase reporter, 2 h; 0 = plate control, 100 = twice control, blank-subtracted. signal enhancement, % at 5 µM. 210,000 compounds, 0.11% hits. AID 1230;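 active = signal enhancement of 30% or more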;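 also: luminescence tracks abundance of the self-degrading MDM2-luciferase fusion protein; higher signal means inhibition of MDM2 E3 ligase activity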
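Material: Stable MDM2–luciferase fusion reporter cells | Amount: 2000 cells seeded into each well | Dosing: One concentration, 5 µM, with 0.2% DMSO | Incubation: 4 h cell settling then 2 h compound exposure, 37 °C | Measured by: Luciferase luminescence | Read-out basis: % enhancement relative to plate controls after blank subtraction | Benchmarks: Control and blank well means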
zfTRPN1 agonist: agonists of zebrafish TRPN1 channel | 220,000 compounds, 0.18% hits | activation, % at 3 µM | HEK293 zebrafish TRPN1-YFP, Fluo-8 calcium fluorescence; 100% = response to 87 µM carbachol;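 active = activation above its plate's cutoff, the mean activation of test wells on that plate plus 3 SD, cut at about 19% in these data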;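 also: 0% = DMSO alone and 100% = 87 µM carbachol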
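Assay system: Zebrafish TRPN1-YFP in HEK293 cells | Incubation: Dye loading 1 h at 37 °C, then 30 min room temperature | Measured by: Kinetic Fluo-8 fluorescence, ex 470-495, em 515-575 nm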
EBV gp42 block: inhibitors of Epstein-Barr virus glycoprotein 42; Fluorescence polarization binding assay, mP read-out; AID 1085; 220,000 compounds, 0.42% hits; inhibition, % (tested at 21.74 µM); Q1HVG2; in the data active = inhibition above about 50%
CHOP inhibitor: inhibitors of CHOP induction in ER stress response. CHO-K1 CHOP-promoter luciferase, tunicamycin-induced, 15-18 h. inhibition, % at 10 µM. 220,000 compounds, 3.8% hits;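 active = compounds that reduced the stress-induced luciferase reporter signal by more than about 70% of percent inhibition, limit read from the data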;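 also: 0% = tunicamycin plus vehicle and 100% = wells without tunicamycin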
NCF1 inh: blocks human p47phox regulatory protein of NADPH oxidases; p47phox/p22phox peptide binding, fluorescence polarization, 2 h; inhibition, % at 24.7 µM; 220,000 compounds, 0.53% hits;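 active = inhibition above about 30%, limit read from the data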;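 also: 0% = p47phox with labelled peptide and 100% = labelled peptide alone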
Target sequence (P14598 whole entry, looked up): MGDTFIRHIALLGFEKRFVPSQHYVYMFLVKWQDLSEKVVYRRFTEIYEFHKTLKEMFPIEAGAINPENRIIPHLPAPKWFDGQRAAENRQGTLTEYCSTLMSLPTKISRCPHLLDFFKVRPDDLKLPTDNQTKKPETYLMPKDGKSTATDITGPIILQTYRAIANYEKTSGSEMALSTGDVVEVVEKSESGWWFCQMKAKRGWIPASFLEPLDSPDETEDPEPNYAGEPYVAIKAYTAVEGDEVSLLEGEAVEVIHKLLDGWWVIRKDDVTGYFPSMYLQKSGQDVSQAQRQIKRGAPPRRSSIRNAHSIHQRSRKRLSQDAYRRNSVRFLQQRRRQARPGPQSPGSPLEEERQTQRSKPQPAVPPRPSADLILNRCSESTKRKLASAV
Runt-SMMHC FRET: blocks binding of human RUNX1 Runt domain to CBFb-SMMHC | Q01196+Q13951 | Cerulean-Runt/Venus-CBFb-SMMHC FRET ratio 530/480, 1 h | inhibition, % at 20 µM | 220,000 compounds, 0.74% hits;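 active = mean inhibition across duplicate retests at 20 µM reaching about 50%, limit read from the data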;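 also: 0% = DMSO wells and 100% = wells with excess untagged CBFb-SMMHC; inhibitors lower the FRET ratio by blocking Runt binding to CBFb-SMMHC; some results filed as inactive read as strong as hits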
TRPML3 ag: activates the human TRPML3 channel; AID 1448; Q8TDD5; 220,000 compounds, 0.29% hits; HEK293 TRPML3-YFP, Fluo-8 calcium fluorescence; 100% = the carbachol control signal; activation, % at 3 µM;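 active = activation above its plate's cutoff, the mean activation of the plate's test wells plus 3 SD, cut at about 12% in these data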;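 also: 0% = DMSO only wells and 100% = carbachol wells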
Target sequence (Q8TDD5 whole entry, looked up): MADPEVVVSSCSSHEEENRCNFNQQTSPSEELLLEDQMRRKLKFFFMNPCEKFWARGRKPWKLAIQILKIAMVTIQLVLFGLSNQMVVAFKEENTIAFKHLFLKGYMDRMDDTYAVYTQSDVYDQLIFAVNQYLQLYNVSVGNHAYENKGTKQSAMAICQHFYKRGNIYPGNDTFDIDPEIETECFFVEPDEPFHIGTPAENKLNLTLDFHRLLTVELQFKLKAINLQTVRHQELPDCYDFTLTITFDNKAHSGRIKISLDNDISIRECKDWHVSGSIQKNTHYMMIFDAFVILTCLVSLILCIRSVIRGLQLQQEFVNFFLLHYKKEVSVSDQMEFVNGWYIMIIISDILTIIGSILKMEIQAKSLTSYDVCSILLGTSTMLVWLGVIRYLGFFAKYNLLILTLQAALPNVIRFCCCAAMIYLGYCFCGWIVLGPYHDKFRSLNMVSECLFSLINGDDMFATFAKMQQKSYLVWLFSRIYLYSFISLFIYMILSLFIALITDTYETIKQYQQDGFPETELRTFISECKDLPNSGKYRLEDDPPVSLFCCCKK
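system = HEK293 cells stably carrying human TRPML3-YFP | doses = one concentration, 3 µM nominal, 0.3% DMSO | timing = dye loading 1 h 37 °C then 30 min ambient, 125 s read | detection = Fluo-8 calcium dye fluorescence, ex 470-495, em 515-575 nm | benchmarks = high control carbachol 87 µM, low control DMSO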
TNF necrop inh: blocks TNF-alpha induced death of Jurkat FADD-/- cells | Jurkat FADD-/- TNF necroptosis rescue, ATP luminescence, 24 h; 0 = TNF only, 100 = no-TNF cells | activation (protection from cell death), % at 10 µM | 220,000 compounds, 0.068% hits | AID 463075;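 active = activation, meaning protection from cell death, of at least 50% relative to plate controls; inactive = activation below 50%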;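 also: necroptosis triggered by 40 ng/mL TNF-alpha added together with compound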
PPC-1+TRAIL kill: kills PPC-1 cancer cells in the presence of TRAIL; PPC-1 cells + TRAIL, ATPLite viability luminescence; cell killing (% activity), % at 4 µM; 220,000 compounds, 0.41% hits; AID 1443;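 active = cell killing above 50% in the first pass at 4 µM, then a duplicate retest at 5 µM averaging 50% or more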;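 also: plate controls were cells with TRAIL plus DMSO for no effect and medium-only wells lacking cells for full effect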
Active calls of the source: *; · = not tested or not shown.

canonical_smiles	Mdm2 ligase inh	zfTRPN1 agonist	EBV gp42 block	CHOP inhibitor	NCF1 inh	Runt-SMMHC FRET	TRPML3 ag	TNF necrop inh	PPC-1+TRAIL kill
CCCC(=O)Nc1cc(C(=O)O)ccc1Sc1ccccc1	-13.5	1.1	8.6	-2.1	-5.7	1.3	1.3	-0.3	23.2
Cc1ccc(S(=O)(=O)N2CCN(S(=O)(=O)c3ccccc3)C2)cc1	-13.3	-0.1	-2.4	28.2	-13.5	0.0	1.7	0.9	-20.6
CCCN(CCC)C(=O)COc1cc(=O)n(CC)c2ccccc12	-18.8	0.9	-10.9	15.5	-3.2	2.4	0.8	-1.1	4.8
Cc1ccc(CNC(=O)C2CC3Cn4c(nc5cc6ccccc6cc54)C3N2C)o1 (centres undefined)	14.3	·	-24.4	-4.8	-22.2	1.4	·	2.2	20.2
c1ccc(-c2cccs2)nc1	-6.4	-1.2	-14.2	-3.0	-6.7	0.2	0.4	0.7	11.8
COc1ccc(CC(=O)OCC(=O)Nc2ccc(Cl)c(S(=O)(=O)N(C)C)c2)cc1	-1.6	6.9	3.9	4.8	-9.6	-0.1	2.7	-0.2	-1.6
O=C(Nc1cc(S(=O)(=O)N2CCOCC2)ccc1O)c1ccc(NS(=O)(=O)c2ccc(Cl)s2)cc1	1.1	2.0	-3.1	-30.9	-16.5	3.0	0.2	1.0	-3.2
CCOc1ccccc1CNCc1ccc(F)cc1	5.6	1.5	2.3	-8.9	-7.9	-3.5	1.0	2.0	6.1
CCOC(=O)c1cnn(-c2cc(C)nc3c(-c4ccccc4)cnn23)c1N	2.9	1.2	-20.9	-15.6	-4.0	9.7	-0.3	2.7	7.1
CCc1nc(SCC(=O)Nc2ccnc3ccccc23)n[nH]1	-11.7	0.9	-13.0	-14.0	4.2	-3.8	-0.1	-2.2	41.7
COc1ccc(-n2c(C)c(C(C)=O)c3cc(OCC(N)=O)ccc32)cc1	0.4	-0.4	-19.9	5.6	-4.0	1.0	-0.1	-3.0	-1.2
CCOc1ccc(OCC)c(NC(=O)CSc2nnc(Cn3cnc4ccccc43)n2C)c1	-1.9	3.1	-18.8	20.8	-2.1	-1.2	0.7	-1.0	13.8
CCc1cc2c(SCC#N)ncnc2s1	-4.9	-3.8	-14.8	21.9	-9.4	-2.3	-1.8	-0.1	25.8
CC(C1CC1)N(Cc1ccccc1)C(=O)NC(=O)c1ccc(F)cc1 (centres undefined)	-8.2	0.3	-1.8	-8.0	-4.6	0.7	0.8	-0.2	-21.3
O=C(CN1C(=O)C2CC=CCC2C1=O)NCC(=O)Nc1ccc(F)c(F)c1F (centres undefined)	-1.4	1.5	-18.4	10.2	-14.7	-5.8	-0.5	1.4	21.0

Reformatted field by field: 3 of the compounds above.
> COc1ccc(-n2c(C)c(C(C)=O)c3cc(OCC(N)=O)ccc32)cc1
  Mdm2 ligase inh = 0.4 | zfTRPN1 agonist = -0.4 | EBV gp42 block = -19.9 | CHOP inhibitor = 5.6 | NCF1 inh = -4.0 | Runt-SMMHC FRET = 1.0 | TRPML3 ag = -0.1 | TNF necrop inh = -3.0 | PPC-1+TRAIL kill = -1.2

> O=C(Nc1cc(S(=O)(=O)N2CCOCC2)ccc1O)c1ccc(NS(=O)(=O)c2ccc(Cl)s2)cc1
  Mdm2 ligase inh = 1.1 | zfTRPN1 agonist = 2.0 | EBV gp42 block = -3.1 | CHOP inhibitor = -30.9 | NCF1 inh = -16.5 | Runt-SMMHC FRET = 3.0 | TRPML3 ag = 0.2 | TNF necrop inh = 1.0 | PPC-1+TRAIL kill = -3.2

> CC(C1CC1)N(Cc1ccccc1)C(=O)NC(=O)c1ccc(F)cc1 (centres undefined)
  Mdm2 ligase inh = -8.2 | zfTRPN1 agonist = 0.3 | EBV gp42 block = -1.8 | CHOP inhibitor = -8.0 | NCF1 inh = -4.6 | Runt-SMMHC FRET = 0.7 | TRPML3 ag = 0.8 | TNF necrop inh = -0.2 | PPC-1+TRAIL kill = -21.3

(further entries)
canonical_smiles	Mdm2 ligase inh	zfTRPN1 agonist	EBV gp42 block	CHOP inhibitor	NCF1 inh	Runt-SMMHC FRET	TRPML3 ag	TNF necrop inh	PPC-1+TRAIL kill
O=C(CSc1nnc(-c2cccnc2)n1-c1ccc(SC(F)F)cc1)N1CCCc2ccccc21	-1.0	-0.1	-11.5	31.2	0.8	-1.3	0.2	0.7	20.3
CC(C)P(=O)(Cc1cccc(C#N)c1)C(C)C	-16.8	0.4	-28.1	0.3	-4.8	1.8	0.5	-1.9	-3.8
CCOc1ccccc1N(CC(=O)N1CCOCC1)S(=O)(=O)c1ccccc1	-17.8	6.2	2.3	-10.1	-13.9	-1.2	182.0*	-2.2	5.6
COc1ccccc1NS(=O)(=O)c1cc(NC(=O)c2sccc2C)ccc1N1CCCC1	·	1.0	-20.4	8.7	-51.2	23.0	0.1	2.7	42.2
O=C(CN1CCN(Cc2ccccc2Cl)CC1)N=Nc1c(O)[nH]c2ccccc12	-8.4	-1.1	2.6	21.6	1.9	0.9	-0.6	0.7	14.5
CCCCCCN(C(=O)CCCCCN1C(=O)NC(c2ccc(Cl)cc2)C(C(=O)OCc2ccccc2)=C1C)C(C(=O)NCCCC)c1ccc(OCC(=O)OC)c(C(=O)OC)c1 (centres undefined)	·	0.9	1.7	24.5	-9.7	-1.2	0.8	2.7	7.6
CCO[C@@H]1OC(C(=O)N2CCN(C)CC2)=C[C@H](C2CCCCC2)[C@H]1CCCO	·	2.7	-3.6	4.8	-5.0	-0.8	0.7	0.5	-1.8
CC(C)C(C)NC(=O)COc1ccc(S(=O)(=O)N2CCOCC2)cc1Cl (centres undefined)	-8.9	1.2	-6.4	7.3	1.4	-3.6	0.9	0.7	31.7
CCOc1ccc(N2C(=O)Nc3ccccc3C2(O)C(=O)NCc2ccc3c(c2)OCO3)cc1 (centres undefined)	-2.2	0.3	-13.1	-18.3	-8.6	1.3	0.6	-1.6	14.8
Cc1ccc2c(c1)C=CC(C#N)N2C(=O)c1ccccc1 (centres undefined)	-9.7	-1.8	3.6	9.6	-4.4	3.8	-1.0	-5.2	15.6
Cc1cccc(C(=O)N/N=C/c2ccncc2)c1	-17.5	0.4	-8.1	-7.2	-16.5	0.1	1.3	-3.2	0.0
O=C(N/N=C\c1cccc(F)c1)c1ccc(Cn2cc(Br)c([N+](=O)[O-])n2)o1	1.9	0.7	5.7	-22.6	-5.2	2.1	0.1	6.6	25.7
CCn1c(SCC(=O)NCCOC)nc2sc3c(c2c1=O)CCCC3	-36.9	-0.6	-0.7	-8.2	-19.2	-1.6	-0.8	-3.6	1.8
Cc1cc2ncn(CC(C)C)c2cc1C	-11.3	-2.1	-14.0	4.2	-2.8	·	-1.1	-1.2	·
CCOP(=O)(OCC)C(Nc1cccc([N+](=O)[O-])c1)c1ccccc1 (centres undefined)	-0.3	-0.5	-2.0	-6.8	0.1	0.0	-0.1	0.2	12.5

(listing goes on)
canonical_smiles	Mdm2 ligase inh	zfTRPN1 agonist	EBV gp42 block	CHOP inhibitor	NCF1 inh	Runt-SMMHC FRET	TRPML3 ag	TNF necrop inh	PPC-1+TRAIL kill
COc1ccc(-c2nc3ccccc3c(=O)n2CCOc2cc(C)ccc2C)cc1	21.2	1.9	-16.9	5.3	-12.1	-2.1	0.4	1.3	18.3
O=C(OCc1nnc(-c2ccccc2)o1)C1=COCCO1	2.8	1.2	-4.7	-12.6	-0.7	-1.3	0.2	-0.6	-20.6
NNC(=O)Cn1c(-c2nonc2N)nc2ccccc21	1.5	0.9	-9.6	2.3	1.4	0.5	0.2	-0.1	-1.2
COc1ccccc1NS(=O)(=O)c1ccc(O)cc1	-9.7	0.8	7.2	-12.5	4.9	1.1	-0.3	-0.9	5.1
Cc1ccc2nc(NC(=O)C3CCN(S(=O)(=O)c4ccc5c(c4)oc(=O)n5C)CC3)sc2c1	-8.2	1.5	-12.6	80.1*	-7.1	-3.8	0.7	-5.1	16.1
CC(C)(C)c1cc(-n2ccnc2)n2ncc(-c3ccc(Cl)cc3)c2n1	-3.0	0.8	-7.3	62.0	7.1	-1.8	0.8	1.6	15.5
CCCCc1nnc(NC(=O)C(C)Sc2nc(O)c(Cc3ccccc3)c(=O)[nH]2)s1 (centres undefined)	-89.3	0.2	-4.5	1.9	-8.9	-0.4	0.1	-0.5	14.0
CCO[C@H]1OC(C(=O)N2CCOCC2)=C[C@@H](C2CC2)[C@@H]1CCCO	·	-0.5	-10.9	12.8	·	-0.7	0.1	-0.3	-11.5
Cc1ccc(O)c(C(=O)c2cnc3c(c2)COc2ccc(C)cc2-3)c1	-4.3	-0.4	-18.5	43.7	-8.7	1.5	0.6	-0.8	21.5
CC1(C)CC(=O)C(CC2C(=O)CC(C)(C)CC2=O)C(=O)C1	-9.3	1.0	-7.7	10.0	-8.2	0.8	0.7	1.6	7.1
COc1ccc2nc(NC(=O)CN3CCOCC3)sc2c1	-11.0	1.4	-24.9	-11.1	-4.0	-4.8	1.3	0.8	22.7
CC(C)OC(=O)CSc1nnc(-c2ccc(Cl)cc2)n1N	-12.2	0.1	-5.0	-6.4	4.4	-105.1	0.8	0.5	36.1
Oc1c(C(c2ccccc2)N2CCCCC2)sc2ncnn12 (centres undefined)	-6.4	0.4	-1.5	3.2	-19.8	-4.3	-0.3	2.0	·
CCOC(=O)c1c(C)c(/C=N/Nc2ccccc2)n(C)c1C	-3.8	-0.6	-11.3	-15.8	-0.4	-0.3	0.3	-4.2	0.1
CCc1nnc(NC(=O)c2ccc(S(=O)(=O)N3CCCCCC3)cc2)s1	-7.5	1.0	-5.7	64.6	-19.8	3.7	1.0	0.1	15.6

(more compounds)
canonical_smiles	Mdm2 ligase inh	zfTRPN1 agonist	EBV gp42 block	CHOP inhibitor	NCF1 inh	Runt-SMMHC FRET	TRPML3 ag	TNF necrop inh	PPC-1+TRAIL kill
COCCn1c(Cc2ccccc2)nnc1SCC(=O)N(C)C	-23.5	-0.3	-13.2	3.5	-17.4	3.0	0.1	0.6	-6.6
CCOC(=O)CN1Cc2cccc(C(=O)O)c2C1=O	-2.4	0.3	-13.1	5.3	-22.1	-4.5	-0.5	0.3	7.1
Cc1nn(CCCC(=O)NCc2ccc(F)cc2)c(C)c1[N+](=O)[O-]	-6.4	-1.5	-13.1	5.1	5.2	-0.5	0.7	0.9	2.4
COc1cc(/C=C/C(=O)O)cc2c1OCCO2	-11.9	-0.8	-10.7	-5.4	1.7	2.3	0.0	1.2	-2.8

Screening results from PubChem.
